# EPAC2 agonist = activates human EPAC2 exchange factor; AID 720711; Potency, µM (series often up to 154 µM), for inactives: top-dose activation, hits mostly activators; 0.079% of 360,000 active; Q8WZA2; EPAC2 activation, biochemical qHTS; response scale: 100% = 6.5 mM cAMP response; note: potency is the fitted concentration of half-maximal effect; nearly all actives have a fitted effect of over 50% in size
#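 Setup: EPAC2 100 nM, labeled Rap1B complex 250 nM, free GDP 50 uM. Compound titrations pinned in, brief spin, 5 min room temperature incubation. Kinetic fluorescence read over 30 min, normalized to 6.5 mM cAMP.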
# D3 antag = blocks the human D3 dopamine receptor. P35462. D3R cells, DiscoveRx beta-arrestin luminescence, antagonist mode; active compounds read low. max response, negative = inhibition, %. 2.5% of 360,000 active. AID 652054; in the data active = max response below about -50%; inconclusive = no clear call, values can overlap the other calls; note: % is set by controls: 0 for no effect and ±100 for the full control effect; mostly tested at two doses, the higher about 12 µM
# Target sequence (P35462 whole entry, looked up): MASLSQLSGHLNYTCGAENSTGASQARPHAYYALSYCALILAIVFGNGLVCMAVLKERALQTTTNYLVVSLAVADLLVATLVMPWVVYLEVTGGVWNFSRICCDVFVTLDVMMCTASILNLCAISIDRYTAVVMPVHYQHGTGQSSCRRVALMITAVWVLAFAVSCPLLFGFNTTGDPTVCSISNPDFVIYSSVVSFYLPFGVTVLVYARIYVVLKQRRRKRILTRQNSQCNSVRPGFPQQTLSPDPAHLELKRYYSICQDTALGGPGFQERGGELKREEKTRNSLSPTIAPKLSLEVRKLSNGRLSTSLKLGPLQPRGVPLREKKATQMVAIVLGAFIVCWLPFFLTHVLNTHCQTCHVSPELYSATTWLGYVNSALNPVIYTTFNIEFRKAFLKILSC
#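 Cells expressing the human receptor were seeded at 1500 cells/well, incubated overnight at 37 degrees C in 5% CO2, then exposed to library compounds with dopamine controls for 90 minutes at 37 degrees C before luminescent detection.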
# PTHR1 ag = activates the human parathyroid hormone receptor PTHR1 | Q03431 | HEK293 GP2 PTHR1 cells, GloSensor cAMP luminescence, 1 h | Potency, µM (series often up to 115 µM), for the others: top-dose activation, hits mostly activators | 0.075% of 410,000 active | AID 743266; note: potency is the fitted concentration of half-maximal effect; nearly all actives have a fitted effect of over 55% in size; some results filed as inactive show a strong effect at the top dose; inactives centre near -15; many of its hits are not listed in these tables
# Target sequence (Q03431 whole entry, looked up): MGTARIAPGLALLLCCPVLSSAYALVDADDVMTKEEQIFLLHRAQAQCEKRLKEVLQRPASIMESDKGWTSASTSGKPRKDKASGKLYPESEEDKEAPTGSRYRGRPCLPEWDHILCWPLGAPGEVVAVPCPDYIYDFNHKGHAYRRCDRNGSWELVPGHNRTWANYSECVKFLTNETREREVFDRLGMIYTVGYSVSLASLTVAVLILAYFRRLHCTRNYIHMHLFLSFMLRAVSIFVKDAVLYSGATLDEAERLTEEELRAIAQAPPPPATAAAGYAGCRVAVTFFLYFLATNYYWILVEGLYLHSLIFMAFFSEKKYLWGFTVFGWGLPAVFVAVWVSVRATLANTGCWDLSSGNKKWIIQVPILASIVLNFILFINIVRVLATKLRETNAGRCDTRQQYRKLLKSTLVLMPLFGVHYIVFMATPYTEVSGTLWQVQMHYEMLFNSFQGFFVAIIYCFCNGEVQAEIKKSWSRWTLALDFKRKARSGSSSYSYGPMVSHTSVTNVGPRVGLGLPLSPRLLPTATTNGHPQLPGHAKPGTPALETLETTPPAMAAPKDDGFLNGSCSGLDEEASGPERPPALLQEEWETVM
#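 HEK-293-derived GP2 cells expressing PTHR1 and a GloSensor cAMP reporter, 3,000/well, plated overnight, given luciferin plus IBMX (each 0.5 mM as added) for 1 h at 37 °C, then compound for 1 h at 37 °C. Luminescence was read after 15 min at room temperature.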
# Akt phos inh = blocks phosphorylation of Akt; activity change, % for hits at 50 µM; Neuro2A IGF-stimulated pAkt S473 HTRF, 20 min; active compounds read low; 0.32% of 360,000 active; AID 651550; in the data active = activity change below about -80%; inconclusive = mostly about -51% to -80%; note: % is set by controls: 0 for no effect and ±100 for the full control effect
#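 Neuro2A cells in DMEM with 0.5% FBS, overnight at 37 deg C, given compound at single 50 µM final, then IGF (6 nM final) for 20 min at 37 deg C. Lysed; phospho-Akt Ser473 by HTRF after 24 h, 665/615 ratio.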
# EPAC2 antag = EPAC2 (human) antagonism; Potency, µM (titrated, usually from 114 µM), for the others: at the highest dose activity, negative = inhibition, usual class: inhibitors; EPAC2 GEF exchange of Rap1B-BODIPY-GDP, fluorescence; AID 720708; 0.18% of 360,000 active; note: potency is the fitted concentration of half-maximal effect; % is set by controls: 0 for no effect and ±100 for the full control effect; nearly all actives have a fitted effect of over 45% in size; many of its hits are not listed in these tables
# CCT chaperon mod = modulators of cytosolic chaperonin (CCT/TRiC) activity; AID 651819; activity change, % (test concentration not listed), hits read low; 0.3% of 360,000 active; purified chaperonin ATPase assay, HTRF ADP detection, 30 min; in the data active = activity change below about -30%; note: % is set by controls: 0 for no effect and ±100 for the full control effect
#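 Enzyme 40 or 20 nM (batch-dependent) in Tris pH 7.4/KCl/MgCl2/DTT; cpd 76 uM single point; ATP 10 uM; 30 min 37 °C; Transcreener ADP HTRF detection, 30 min RT; ratio 665/615.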
# Mm-Cpn inhibitor = inhibitors of Methanococcus maripaludis chaperonin (MmCpn); purified Mm-Cpn ATPase, ADP Transcreener TR-FRET; Potency, µM (titrated, usually from 76.9 µM), for the others: at the highest dose activity, negative = inhibition, actives largely listed as inhibitors; 0.031% of 330,000 active; AID 504842; note: potency is the fitted concentration of half-maximal effect; % is set by controls: 0 for no effect and ±100 for the full control effect; nearly all actives have a fitted effect of over 80% in size
#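 Purified archaeal chaperonin (25 nM final) was preincubated with compound for 10 min at 37°C, then ATP (10 uM final) was added for 30 min at 37°C in Tris pH 7.4/KCl/MgCl2/DTT buffer. ADP was quantified by HTRF Transcreener TR-FRET.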
# D3 ag = activates the human D3 dopamine receptor | max activation, % | D3R DiscoveRx beta-arrestin cells, luminescence, 90 min | AID 652048 | P35462 | 0.58% of 410,000 active; in the data active = max activation above about 30%; note: 0% is about no effect; mostly tested at two doses, the higher about 12 µM
#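 Cells at 1500/well, incubated overnight, then treated with pinned compounds (dopamine as control) for 90 min at 37 degrees C. DiscoveRx reagent added for 30 - 60 minutes at room temperature; luminescence read.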
# * marks the source's active call; other numbers are inactive results; i = inactive; u = inconclusive; x = no result given; [ ] = dose if it differs, or a comment. Unless noted, calls come from the whole dose curve; as a rule, active = well fitted curve in the direction sought with a large enough effect; inconclusive = small, poorly fitted or top-dose-only effect, or another doubt; inactive = no such curve, though single readings can be large; an effect the other way counts as inactive or inconclusive. A portion of the library. The share of hits here may be higher or lower than overall.
# Each structure is followed by: EPAC2 agonist	D3 antag	PTHR1 ag	Akt phos inh	EPAC2 antag	CCT chaperon mod	Mm-Cpn inhibitor	D3 ag
CCCCCCN=C(C)C1=C(O)C(C(=O)OC)C(C)(C)CC1=O (stereo not given)
    -2%	-6	i	i	-1%	-7.1	1%	5
C=COCCn1c(=N)n(CCC)c2ccccc21
    3%	-6	i	i	0%	0.2	1%	-7
CCCCCCN1C[C@@H](n2cc(C3CC3)nn2)[C@H](O)C[C@@H]1c1ccc(C)cc1
    -1%	-5	i	i	-29%	0.1	x	0
CC(C(=O)Nc1ccc2[nH]c(=O)[nH]c2c1)N1CCN(Cc2ccc3c(c2)OCO3)CC1 (stereo not given)
    3%	0	i	i	4%	-6.6	0%	-3
S=C(Nc1ccc2snnc2c1)N1CCN(c2ccccn2)CC1
    -7%	0	-20%	i	9%	1.0	2%	4
CCCc1[nH]n(-c2ccc(F)cc2)c(=O)c1C=NCC1CCCO1 (stereo not given)
    7%	9	-15%	i	-8%	0.0	1%	-2
O=C(Cn1ncc2c([nH]c3ccccc32)c1=O)N1CCN(c2ccccc2F)CC1
    1%	1	i	i	12%	1.8	1%	0
COc1cc(OC)c(NC(=S)Nc2cc(Cl)cc(Cl)c2)cc1Cl
    12%	9	-36%[inhibitor]	i	0%	-0.3	-2%	6
COc1cccc(OCC(Cn2c(C)nc3ccccc32)OC(C)=O)c1 (stereo not given)
    8%	32	-18%	i	7%	-1.0	-6%	6
COc1ccc(C2CC(C(F)(F)F)n3nc(C(N)=O)c(Cl)c3N2)cc1OC (stereo not given)
    -5%	-16	i	i	9%[57.1 µM]	-2.1	1%	1
CCOC(=O)c1c(N)sc(C(=O)N(C)C)c1CN1CCOCC1
    8%	-7	-15%[57.5 µM]	i	-5%	-4.1	0%	-6
CN(C(=O)COC(=O)CCc1c[nH]c2ccccc12)c1ccccc1
    4%	-15	-58%[inhibitor]	i	-9%	-0.8	3%	-6
Cc1ccccc1Cn1nc(C)c(NC(=O)c2cc3nc(-c4ccco4)cc(C(F)(F)F)n3n2)c1C
    16%	-12	-33%[inhibitor][57.5 µM]	i	0%[57.1 µM]	0.8	0%	4
COc1ccc(-c2c(C#Cc3ccsc3)c3cc(Br)ccc3n2C)cc1
    -2%	-21	-35%[inhibitor]	i	6%	-2.6	-6%	18
C=CC[C@@H](CC(=O)OC(C)(C)C)C(=O)OC[C@@H]1CCCN1C(=O)[C@@H](CC=C)CC(=O)N(CCO)Cc1ccccc1
    -5%	-8	-31%[inhibitor]	i	u	-0.5	1%	8
CC1CCCCC1NC(=O)CCNS(=O)(=O)c1cc(Br)cnc1N (stereo not given)
    1%	30	-6%	i	2%	0.3	-6%	-14
COc1ccc(N2CCN(CCCNC(=O)C3CCCN(S(=O)(=O)c4cnc[nH]4)C3)CC2)cc1 (stereo not given)
    4%	18	-5%	i	-6%	0.4	-2%	4
CCOC(=O)c1ccc(N2CN(C3CCCCC3)CNC2=S)cc1
    3%	-12	-8%	i	0%	-1.8	2%	-2
CC1CCN(C(=O)NC(=O)c2ccccc2)CC1
    7%	6	i	i	2%	-9.2	1%	5
COc1ccc(OCCn2cnc3ccccc32)cc1
    -3%	1	-7%	i	-21%	-0.1	1%	9
CCc1nc2ccc(C(=O)NCCCn3ccnc3)cn2c1N(CC)Cc1cccc(Br)c1
    12%	-15	i	i	10%	-0.1	x	0
COCCNC(=O)C(=O)NCC(c1ccc2c(c1)OCO2)N1CCN(c2ccc(F)cc2)CC1 (stereo not given)
    5%	0	-3%	i	-3%	-2.5	1%	-3
CCOc1c(Br)cc(CNc2ccc3c(c2)OCCO3)cc1OC
    13%	-4	-15%[57.5 µM]	i	-14%	-2.4	1%	-7
Cc1nnc(SCC(=O)N2CCCC2)n1-c1ccc(F)cc1
    7%	-1	i	i	3%	0.0	x	-3
O=C(COC(=O)[C@@H]1CCCN1S(=O)(=O)c1ccc(Cl)cc1)NC12CC3CC(CC(C3)C1)C2
    -3%	-7	i	i	-6%	-0.7	0%	6
CC(=O)Nc1ccc(N2C(=O)CC(Sc3nccc(C)n3)C2=O)cc1 (stereo not given)
    12%	3	9%	i	15%	-2.4	-2%	-6
COc1cnc(-c2ccccc2)[nH]c1=O
    1%	-4	-11%	i	-2%	-0.7	-3%	-5
COC(=O)c1cc(NC(=O)CC2CCCC2)cc(C(=O)OC)c1
    1%	2	i	i	-21%	1.8	3%	1
O=C1N(CCCl)c2ccc(Br)cc2C12OCCO2
    3%	3	i	i	14%	-11	1%	-2
COc1cc(CN2CCC(n3nccc3NC(=O)C3CC3)CC2)cc(OC)c1
    -4%	-6	i	i	-2%	-2.7	2%	-11
CCOC(=O)c1c(NC(=O)CSc2c[nH]c3ccccc23)sc2c1CCCC2
    11%	4	-38%[inhibitor]	i	-18%	-0.3	u	12
COc1ccc(C)cc1NC(=O)CN1C(=O)COc2ccc(S(=O)(=O)N3CCCCC3)cc21
    0%	-13	-55%[inhibitor]	i	9%	1.1	3%	-17
Oc1ccccc1-c1cc(-c2ccccc2)no1
    -8%	21	-25%[57.5 µM]	i	4%	-3.3	1%	-1
CN(C)CCCN1C(=O)C(=O)/C(=C(/O)c2ccncc2)C1c1cccc(Br)c1 (stereo not given)
    9%	-25	-18%[57.5 µM]	i	-4%	-1.2	1%	-4
CCOc1ccc(S(=O)(=O)Nc2ccccc2SC)c2cccnc12
    4%	217	-18%[57.5 µM]	i	5%	-1.6	2%	0
CCOC(=O)c1ccccc1NC(=O)C1CCCO1 (stereo not given)
    5%	-4	-3%	i	-11%	2.0	-19%	3
COC(=O)c1ccc(Nc2ccc3nonc3c2[N+](=O)[O-])cc1
    1%	-3	i	i	-19%	-6.0	-1%	3
COc1ccc(NC(=S)N(CCc2c(C)[nH]c3ccc(C)cc23)Cc2cccnc2)cc1
    26%	-16	13%	i	-11%	-2.6	0%	0
CN1CCN(Cc2nc3ccccc3c(=O)n2Cc2nc(-c3cccc([N+](=O)[O-])c3)cs2)CC1
    4%	53	-43%[inhibitor]	i	0%	-1.5	1%	0
CCn1c(C)nc2cc(C(=O)NNC(=S)Nc3ccc(Cl)cc3)ccc21
    11%	0	i	i	-2%	-3.0	-2%	-4
Cc1cccc(COCC(Cc2ccccc2)N2CCN(C(=O)c3ccc(C(F)(F)F)cc3)CCC2=O)c1 (stereo not given)
    -7%	20	-15%	i	-25%	-0.7	1%	6
CC(=O)N1CCN(C(=O)c2cc(S(=O)(=O)NCc3ccccc3)ccc2C)CC1
    6%	11	i	i	5%	1.0	-1%	5
CCOC(=O)c1ccc(N2C(=O)CC(N3CCN(Cc4ccccc4)CC3)C2=O)cc1 (stereo not given)
    -3%	-17	0%[57.5 µM]	i	-9%	-2.2	1%	-8
O=S(=O)(CC12C3C4C5C1C2C(Br)(C43)C51OCCO1)c1ccccc1 (stereo not given)
    -1%	10	-1%	i	-1%	2.5	2%	3
COc1ccccc1CC(=O)NCCc1ccc(S(N)(=O)=O)cc1
    1%	0	i	i	-2%	2.6	-2%	3
Cc1ccc(CNc2nc(NC(C)C)nc3ccsc23)c(C)c1
    10%	3	11%	i	-22%	0.3	x	-16
CCCNS(=O)(=O)c1ccc(NC(=O)Cc2cccs2)cc1
    -14%	5	-12%	i	5%	-24	-1%	-1
O=C(CCS(=O)CCC(=O)NCc1ccccc1)NCc1ccccc1
    -9%	-7	i	i	2%	-2.0	1%	3
CC1(c2nnc(-c3ccccc3)o2)CC(c2c(Cl)cccc2Cl)=NO1 (stereo not given)
    19%	31	-34%[inhibitor]	i	3%	-3.2	x	8
CCCc1nc(-c2ccccc2)c(-c2ccc(OC)c(OC)c2)c(=O)[nH]1
    14%	-3	u	i	-3%	1.3	0%	-2

# Continued:
# Each structure is followed by: EPAC2 agonist	D3 antag	PTHR1 ag	Akt phos inh	EPAC2 antag	CCT chaperon mod	Mm-Cpn inhibitor	D3 ag
CCc1ccc(NC(=O)C2=CC(c3ccc(OC)cc3)=NS(=O)(=O)N2C)cc1
    20%	u	i	i	1%	-1.0	1%	-16
O=C(Cc1ccsc1)N1CCN(S(=O)(=O)c2cccc(F)c2)CC1
    -3%	3	-32%[inhibitor]	i	0%	-2.2	1%	7
O=C(Nc1ccccc1)c1cccnc1NCCc1ccccc1
    6%	8	-6%	i	-19%	-91*	1%	1
COC(=O)c1ccc(Cn2cnc3c(N)ncnc32)cc1
    5%	10	-13%	i	-9%	0.8	x	6
OCC1(Cc2ccc(Cl)cc2)CCN(Cc2ccc(Oc3ncccn3)cc2)CC1
    7%	-11	-2%	i	2%	-3.8	-2%	-2
COc1ccc(C(=O)Nc2ccnn2C2CCN(Cc3ccncc3)CC2)cc1
    -9%	0	i	i	-3%	-1.9	1%	3
CCC(=O)N1CCc2cc(S(=O)(=O)CCC(=O)NCCc3ccccc3)ccc21
    -2%	13	i	i	18%	2.4	1%	-1
c1ccc(-c2ccc(C3CCCN3)cc2)cc1 (stereo not given)
    8%	-3	-23%	i	8%	1.9	1%	-3
CCn1nc(C)c(Br)c1-c1nc(CS(=O)(=O)c2ccsc2)no1
    16%	-3	-28%	i	-16%	0.1	-1%	3
COC(=O)c1ccc(C(c2c(N)n(Cc3ccccc3)c(=O)n(C)c2=O)N2CCOCC2)cc1 (stereo not given)
    0%	6	i	i	10%	0.1	1%	-2

# Two compounds from above, limited to PTHR1 ag and D3 antag:
Compound	PTHR1 ag	D3 antag
CCn1nc(C)c(Br)c1-c1nc(CS(=O)(=O)c2ccsc2)no1	-28%	-3
COC(=O)c1ccc(C(c2c(N)n(Cc3ccccc3)c(=O)n(C)c2=O)N2CCOCC2)cc1 (stereo not given)	i	6

# The results go on.
# Each structure is followed by: EPAC2 agonist	D3 antag	PTHR1 ag	Akt phos inh	EPAC2 antag	CCT chaperon mod	Mm-Cpn inhibitor	D3 ag
COC1OC(O)C(NC(=O)C(F)(F)F)CC1O (stereo not given)
    6%	-10	-21%	i	-7%	0.8	x	-1
CC(c1ccco1)N(C(=O)c1cc(Cl)cc(Cl)c1)c1ccccn1 (stereo not given)
    5%	6	-15%	i	-23%	-1.0	1%	23
Cc1nc2c(ncn2-c2ccccc2)c(=O)n1NC(=O)CN1CCCC1
    1%	-27	-16%	i	-6%	0.1	0%	-11
COc1cc(C)c(NC(=O)COc2cccc3c2OC(C)(C)C3)cc1OC
    -2%	39	-44%[inhibitor]	i	-5%	0.1	0%	6
